Source: PubChem (National Center for Advancing Translational Sciences (NCATS))
EPAC2 antagonist – EPAC2 (human) antagonism. Q8WZA2. EPAC2 GEF exchange of Rap1B-BODIPY-GDP, fluorescence. Potency, µM (series often up to 114 µM), for inactives: top-dose activity, negative = inhibition, usual class: inhibitors. actives 0.18% (n = 360,000). AID 720708; note: potency is the fitted concentration of half-maximal effect; % is set by controls: 0 for no effect and ±100 for the full control effect; nearly all actives have a fitted effect of over 45% in size; many of its hits are not listed in these tables
Target sequence (Q8WZA2 whole entry, looked up): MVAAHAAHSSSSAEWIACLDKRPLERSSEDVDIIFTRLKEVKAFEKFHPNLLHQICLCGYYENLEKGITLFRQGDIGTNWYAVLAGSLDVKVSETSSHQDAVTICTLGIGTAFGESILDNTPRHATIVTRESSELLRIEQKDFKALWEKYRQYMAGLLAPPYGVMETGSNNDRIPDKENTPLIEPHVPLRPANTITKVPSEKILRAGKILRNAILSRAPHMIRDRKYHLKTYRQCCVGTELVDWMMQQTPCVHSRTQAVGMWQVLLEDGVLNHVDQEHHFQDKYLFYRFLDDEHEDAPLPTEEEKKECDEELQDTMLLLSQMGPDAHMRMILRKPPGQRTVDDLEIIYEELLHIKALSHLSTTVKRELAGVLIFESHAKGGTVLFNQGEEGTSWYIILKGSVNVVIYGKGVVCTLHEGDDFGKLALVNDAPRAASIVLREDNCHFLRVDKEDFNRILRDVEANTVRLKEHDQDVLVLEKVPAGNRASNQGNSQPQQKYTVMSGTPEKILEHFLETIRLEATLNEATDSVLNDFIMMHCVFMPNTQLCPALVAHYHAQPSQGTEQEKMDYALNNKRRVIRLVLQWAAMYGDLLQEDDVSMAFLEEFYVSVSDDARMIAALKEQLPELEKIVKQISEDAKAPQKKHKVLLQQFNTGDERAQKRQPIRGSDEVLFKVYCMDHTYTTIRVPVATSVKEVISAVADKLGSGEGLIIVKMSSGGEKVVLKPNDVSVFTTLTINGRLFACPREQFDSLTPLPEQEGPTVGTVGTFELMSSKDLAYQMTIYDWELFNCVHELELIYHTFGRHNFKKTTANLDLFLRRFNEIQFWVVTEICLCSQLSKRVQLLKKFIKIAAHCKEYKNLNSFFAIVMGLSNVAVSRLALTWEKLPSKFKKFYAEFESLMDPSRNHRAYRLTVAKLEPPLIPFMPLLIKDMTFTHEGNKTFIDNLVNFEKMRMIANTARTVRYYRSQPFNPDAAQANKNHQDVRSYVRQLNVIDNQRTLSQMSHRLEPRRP
CCT chaperon mod – modulators of cytosolic chaperonin (CCT/TRiC) activity. purified chaperonin ATPase assay, HTRF ADP detection, 30 min. activity change, % (test concentration not listed), hits read low. actives 0.3% (n = 360,000). AID 651819; in the data active = activity change below about -30%; note: % is set by controls: 0 for no effect and ±100 for the full control effect
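Nucleotide hydrolysis assay: TRiC at 20–40 nM final (set by batch activity) with 10 uM ATP, 30 min at 37 °C, in presence of 76 uM compound. Detection by competitive ADP HTRF, 30 min ambient.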
A549 tox – kills or reduces viability of A549 cells in Nrf2 counter-screen | AID 504648 | Potency, µM (doses to about 46 µM), inactives show at the top dose activity change, negative = cytotoxicity, actives largely listed as inhibitors | actives 0.16% (n = 390,000) | A549 ARE-Fluc cells, CellTiter-Fluor viability, 18-24 h; note: potency is the fitted concentration of half-maximal effect; % is set by controls: 0 for no effect and ±100 for the full control effect
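A549 ARE_Fluc cells in 5% FBS OPTI-MEM were exposed to compounds in concentration-response for 18-24 h at 37 deg C. Viability was read by CellTiter-Fluor fluorescence (Ex 405/Em 525) after 30 min, before the luciferase read.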
Nrf2 activator – Nrf2 pathway activation; actives 0.31% (n = 410,000); Potency, µM (doses to about 46.1 µM), for the others: at the highest dose activation, usual class: activators; AREc32 ARE-luciferase reporter (MCF7-derived line), luminescence, 24 h; AID 624171; note: potency is the fitted concentration of half-maximal effect; % of control where 0% means no effect; nearly all actives have a fitted effect of over 65% in size
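Reporter line AREc32 (ARE-Fluc), seeded overnight in OPTI-MEM with 5% FBS; compound pin-transferred, 24 hr at 37 deg C, 5% CO2; luminescent read-out.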
EPAC2 agonist – activates human EPAC2 exchange factor; Q8WZA2; EPAC2 activation, biochemical qHTS; response scale: 100% = 6.5 mM cAMP response; actives 0.079% (n = 360,000); Potency, µM (titrated, usually from 154 µM), inactives show at the top dose activation, hits mostly activators; note: potency is the fitted concentration of half-maximal effect; nearly all actives have a fitted effect of over 50% in size
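Nucleotide exchange monitored as fluorescence drop when BODIPY-GDP leaves Rap1B. Reaction: 100 nM EPAC2, 250 nM RAP1B-BODIPY-GDP, 50 uM GDP, room temperature, kinetic read over 30 min. Activity expressed relative to 6.5 mM cAMP.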
TGFb SMAD3 inh – inhibitors of TGF-b signaling; Potency, µM (titrated, usually from 46.1 µM), for inactives: at the top dose activity, negative = inhibition, actives largely listed as inhibitors; HepG2 CAGA-GFP TGF-b/SMAD3 reporter, GFP fluorescence, 18 h; TGF-beta stimulated, 500 pg/mL final; actives 1.2% (n = 410,000); note: potency is the fitted concentration of half-maximal effect; % is set by controls: 0 for no effect and ±100 for the full control effect; nearly all actives have a fitted effect of over 65% in size
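Per well, imaged GFP fluorescence of HEPG2 CAGA-GFP cells gives the signal; cells get compound, then TGF-beta (500 pg/mL final), 18 h at 37 degrees C; %Activity versus -TGF-beta and +DMSO controls.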
pAkt inh – inhibitors of Akt phosphorylation | actives 0.32% (n = 360,000) | Neuro2A IGF-stimulated pAkt S473 HTRF, 20 min; hits give low values | activity change, % for hits at 50 µM | AID 651550; in the data active = activity change below about -80%; inconclusive = mostly about -51% to -80%; note: % is set by controls: 0 for no effect and ±100 for the full control effect
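Single-point screen (50 µM final compound) in Neuro2A cells stimulated 20 min with 6 nM IGF at 37 deg C. After lysis, Ser473-phosphorylated Akt read by HTRF (ex 330 nm, em 615/665 nm) as the 665/615 ratio.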
Nrf2 block – inhibitors of Nrf2 signaling; A549 ARE-Fluc reporter, luciferase luminescence, 18-24 h; Potency, µM (top dose mostly 46 µM), inactives show at the top dose activity change, negative = inhibition, most hits filed as inhibitors; actives 2.1% (n = 360,000); AID 504444; note: potency is the fitted concentration of half-maximal effect; % is set by controls: 0 for no effect and ±100 for the full control effect; nearly all actives have a fitted effect of over 60% in size
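Cells were seeded and rested 2 h, then exposed to compounds for 18-24 h. CellTiter-Fluor was read first as a viability measure. BugLite was added 15 min before the final luminescent read of ARE-luciferase activity in A549 cells.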
Mm-Cpn inhibitor – blocks the Methanococcus maripaludis chaperonin Mm-Cpn | purified Mm-Cpn ATPase, ADP Transcreener TR-FRET | AID 504842 | Potency, µM (highest dose often 76.9 µM), without a hit: top-dose activity, negative = inhibition, hits mostly inhibitors | actives 0.031% (n = 330,000); note: potency is the fitted concentration of half-maximal effect; % is set by controls: 0 for no effect and ±100 for the full control effect; nearly all actives have a fitted effect of over 80% in size
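Measured: ADP formation by purified Mm-CPN. Conditions: 25 nM protein, 10 uM ATP, Tris pH 7.4 with Mg2+, K+ and DTT, 37°C for 30 min. Detection: Transcreener HTRF after 30 min at room temperature.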
The depositor's hits bear a star; i = inactive; ? = inconclusive; · = not tested or not shown; [ ] = remark or other dose. Unless noted, calls come from the whole dose curve; as a rule, active = well fitted curve in the direction sought with a large enough effect; inconclusive = small, poorly fitted or top-dose-only effect, or another doubt; inactive = no such curve, though single readings can be large; an effect the other way counts as inactive or inconclusive. These rows are one share of the data; count on the stated rates, not on these rows.

SMILES	EPAC2 antagonist	CCT chaperon mod	A549 tox	Nrf2 activator	EPAC2 agonist	TGFb SMAD3 inh	pAkt inh	Nrf2 block	Mm-Cpn inhibitor
CSc1ccc(CN2C(=O)C(F)(F)Oc3c(C(C)=O)cccc32)cc1	8%	0.0	·	0.4%	3%	20%	i	·	·
Cc1noc(-c2ccccc2OC(=O)c2ccccc2)n1	3%	1.2	2%	-0.1%	6%	?	i	15%	3%
CCOc1ccc(CN2CCN(S(=O)(=O)c3ccc(NC(C)=O)cc3)CC2)cc1	-12%	-1.3	-5%	1.8%	12%	-27%	i	21µM*	0%
Cn1cc([N+](=O)[O-])c(C(=O)Nc2cc(Oc3cccnc3)cc([N+](=O)[O-])c2)n1	-2%	0.7	-7%	?	3%	13µM*	i	?	1%
CCCN(CCC)C(=S)NC(=O)c1ccc(Cl)cc1Cl	1%	0.9	-2%	-0.8%	7%	?	i	?	-4%
O=C(CSc1nc2nn(-c3ccccc3)c(=O)c-2c2n1CCCCC2)Nc1ccc(F)c(F)c1	17%	-0.1	?	-0.9%	9%	-3%	i	18µM*	2%
c1ccc2nc(-c3ccc(-n4ccnc4)cc3)ccc2c1	-15%	0.9	1%	0.1%	3%	-10%	i	?	-13%
N=c1oc2ccccc2cc1C(=O)NC1CCCCCC1	-13%	-0.5	3%	1.8%	21%	1%	i	4%	-2%
Cc1nn(C)c(C)c1S(=O)(=O)N(CC(=O)Nc1ccccn1)c1ccc(C(C)C)cc1	-2%	0.3	1%	-1.0%	3%	1%	i	-9%	-9%
COc1ccccc1N1CCN(Cc2ccc(C(=O)O)cc2)CC1	0%	-0.3	-3%	0.0%	-1%	1%	i	7%	1%
CCC(=O)c1ccc(N2CCCCCC2)c(F)c1	-4%	0.9	-10%	3.1%	0%	-24%	i	-1%	2%
CCOc1ccc(N(CC(=O)NCc2ccc(Cl)cc2)S(=O)(=O)c2ccccc2)cc1	-7%	-2.4	1%	0.4%	-1%	?	i	-12%	0%
CCc1nc2n[nH]c(N)c2c2c1CCCC2	-5%	-2.4	1%	-0.3%	8%	23%	i	-7%	-1%
O=C(CN1CCN(S(=O)(=O)c2cccc(F)c2)CC1)NCC1(N2CCOCC2)CCCCC1	-4%	0.5	-6%	-0.2%	4%	5%	i	0%	2%
Cc1ccccc1Nc1nc(N)[nH]c(=O)c1N=O	-5%	0.7	·	0.3%	14%	19%	i	·	·
O=C(Nc1ccn(CCCNCCN2CCOCC2)c(=O)n1)OCc1ccccc1	17%	-1.3	9%	-0.4%	9%	20%	i	11%	·
O=CN1CCN(C(=O)c2ccccc2F)CC1	0%	-1.5	3%	-1.3%	-4%	-1%	i	0%	1%
CC(C)CCNC(=O)C(=O)Nc1cc2c3c(c1)CCC(=O)N3CCC2	0%	-0.2	-2%	0.4%	3%	-2%	i	-8%	-1%
COc1ccc(Nc2nnc(SCc3cn4c(C)cccc4n3)s2)cc1	-2%	-3.0	-2%	-0.3%	-5%	?	i	9%	1%
COc1ccc(N(CC(=O)N2CCN(C)CC2)S(=O)(=O)c2ccccc2)cc1	3%	-3.1	3%	-0.4%	-1%	-22%	i	17%	0%
O=C(CN1CCC(NC(=O)c2ccccc2Cl)CC1)NCc1ccccc1	16%	0.8	-1%	-0.6%	6%	-8%	i	-2%	0%
Cc1ccc(OCCCCn2cnc3ccccc32)c(C)c1	-19%	1.3	-3%	0.1%	10%	-2%	·	?	-2%
O=C(NC12CC3CC(CC(C3)C1)C2)c1cnccn1	8%	0.2	-1%	3.5%	5%	17%	i	9%	-2%
O=C(Nc1c2c(nn1-c1ccc(F)cc1)CSC2)c1ccc(S(=O)(=O)N2CCOCC2)cc1	-1%	-0.9	-9%	-0.1%	9%	5%	i	11%	-2%
CCOc1ccc(CCNC(=O)c2ccc3ccccc3n2)cc1OCC	-21%	-0.2	-7%	20%	10%	-5%	i	?	-5%

An excerpt from above in order of SMILES length, lowest first:
SMILES	EPAC2 antagonist	CCT chaperon mod	A549 tox	Nrf2 activator	EPAC2 agonist	TGFb SMAD3 inh	pAkt inh	Nrf2 block	Mm-Cpn inhibitor
O=CN1CCN(C(=O)c2ccccc2F)CC1	0%	-1.5	3%	-1.3%	-4%	-1%	i	0%	1%
c1ccc2nc(-c3ccc(-n4ccnc4)cc3)ccc2c1	-15%	0.9	1%	0.1%	3%	-10%	i	?	-13%
CC(C)CCNC(=O)C(=O)Nc1cc2c3c(c1)CCC(=O)N3CCC2	0%	-0.2	-2%	0.4%	3%	-2%	i	-8%	-1%
O=C(Nc1c2c(nn1-c1ccc(F)cc1)CSC2)c1ccc(S(=O)(=O)N2CCOCC2)cc1	-1%	-0.9	-9%	-0.1%	9%	5%	i	11%	-2%

Next compounds
SMILES	EPAC2 antagonist	CCT chaperon mod	A549 tox	Nrf2 activator	EPAC2 agonist	TGFb SMAD3 inh	pAkt inh	Nrf2 block	Mm-Cpn inhibitor
CCN(CC)c1ccc(NC(=O)c2ccc(=O)[nH]c2)cc1S(=O)(=O)Nc1ccccc1OC	-23%	-1.1	0%	0.0%	5%	-17%	i	?	2%
CCC1Sc2ccc(S(=O)(=O)CCC(=O)Nc3cccc(Br)c3)cc2NC1=O (configuration not stated)	-7%	0.4	-16%	0.1%	23%	?	i	-31%	2%
COc1ccc(NC2=C(c3ccccc3)C(=O)c3ccccc32)cc1Cl	·	·	-18%	14%	·	-9%	·	-6%	·
CN(C)c1nc(N(C)C)c2cnn(C)c2n1	-1%	-2.3	4%	0.2%	9%	14%	i	15%	·
CC(/C=C1\SC(=S)N(CC(=O)O)C1=O)=C\c1ccccc1	?	-2.8	?	6.5%	-1%	-1%	i	14%	-1%
CC(C)(C)NC(=O)NC(=O)CN1CCCCCCC1	-7%	2.1	16%	-0.1%	-1%	0%	i	?	-3%
COc1ccc(Cl)cc1NC(=O)C(C)N(C)Cc1cccc(Cl)c1Cl (configuration not stated)	18%	1.0	15%	-0.4%[9.22 µM]	-4%	-18%	i	13%	1%
CCOc1ccccc1NC(=O)CCS(=O)(=O)c1cccs1	6%	1.8	1%	0.6%	0%	-2%	i	-2%	2%
CCOc1ccc(NC(=O)CC2Nc3ccccc3NC2=O)cc1 (configuration not stated)	0%	0.5	-7%	-1.8%	5%	3%	i	-9%	0%
COc1ccc(/C=C/C(=O)O)cc1S(=O)(=O)N1CCCCC1	35%[activator]	0.0	4%	-0.8%	-2%	3%	i	-4%	-2%
Clc1ccc(-c2cn(-c3ccccc3)c3[n+]2CCS3)cc1	6%	-0.7	-4%	0.5%	5%	-3%	i	-9%	1%
COc1ccc(-n2c(SCC(=O)NCc3ccco3)nnc2-c2c[nH]c3ccccc23)cc1	-11%	-0.6	-3%	5.5%	24%	-8%	i	-13%	-2%
CC(C)c1ccc(-n2nnnc2SCC(=O)NC2CC2)cc1	2%	0.4	-3%	2.5%	10%	5%	i	-12%	3%
CC(=O)Nc1c(Br)cc2c(c1Br)Cc1cc(Br)ccc1-2	5%	1.0	-15%	14%	-3%	?	i	?	·
CCN1C[C@@H]2[C@@H]3C(=O)N(C)C(=O)[C@@H]3[C@](Cc3ccccc3)(C1=O)N2C(=O)c1ccccc1	-6%	-1.8	-13%	0.0%	2%	-1%	i	-4%	·
CC1CCc2c(sc3nc4n(c(=O)c23)CCS4)C1 (configuration not stated)	4%	0.2	·	0.3%	-5%	0%	i	9%	1%
COc1ccccc1OCc1nc(C#N)c(N2CC(C)CC(C)C2)o1 (configuration not stated)	-18%	-2.1	10%	0.8%	13%	-7%	i	-11%	2%
COCCN(C(=O)COc1ccc(Cl)cc1)c1nnc(-c2cccnc2)s1	15%	-21	-3%	-0.8%	-27%	29%	?	5%	-2%
CCCCOCCCNS(=O)(=O)Cc1ccccc1	-18%	-2.2	1%[1.84 µM]	-0.6%	12%	2%	i	-19%	0%
Cc1cc(OCC(=O)Nc2c(C(C)C)cccc2C(C)C)no1	-3%	0.2	·	0.3%	13%	2%	i	·	·
CCOC(=O)c1sc(NC(=O)CSc2nnc(-c3ccc(OC)cc3)n2CCOC)nc1C	-11%	-1.1	-3%	-0.3%	12%	-14%	·	-11%	-2%
CC(C)C1(C)C(=O)N=C2c3ccccc3C(=O)N21 (configuration not stated)	4%	-6.7	-4%	0.1%	4%	-1%	i	10%	4%
Cc1cc(C(=O)OCC(=O)NCCc2ccccc2)c2ccccc2n1	-7%	-0.2	3%	-0.2%	13%	-1%	i	16%	1%
O=C(COC(=O)c1cc(Cl)ccc1[N+](=O)[O-])Nc1cccc2ccccc12	-9%	-0.9	8%	7.8%	7%	-11%	i	15%	1%
COc1ccc(CCNC(=O)c2cccc(NC3=NC4CS(=O)(=O)CC4S3)c2)c(OC)c1 (configuration not stated)	0%	-2.7	-9%	-0.2%	5%	4%	i	-2%	-5%
Carrying on:
SMILES	EPAC2 antagonist	CCT chaperon mod	A549 tox	Nrf2 activator	EPAC2 agonist	TGFb SMAD3 inh	pAkt inh	Nrf2 block	Mm-Cpn inhibitor
Cc1ccn2c(Nc3ccc(C(C)C)cc3)c(-c3cccs3)nc2c1	·	·	10%	6.4%	·	-10%	·	?	·
Cc1ccc(OCC(=O)Nc2ccc3nc(SCCOc4ccccc4)sc3c2)cc1	·	·	9%	-0.4%	·	7%	·	?	·
CCn1c(CN2CCCCC2)nc2cc(NC(=O)c3cccc([N+](=O)[O-])c3)ccc21	·	·	-5%	3.9%	·	-14%	·	?	·
Cc1nnnn1CC(=O)Nc1ccccc1[N+](=O)[O-]	10%	-2.3	-2%	-0.8%	11%	?	i	-3%	-1%
COc1ccc(CNC(=O)Cn2ccc(N)nc2=O)cc1	0%	-1.6	-1%	0.3%	14%	3%	i	-10%	1%
COc1ccc(CC(=O)OCC(=O)NC2CCCCC2)cc1OC	-1%	-1.8	0%	0.1%	-7%	8%	i	21%	0%
